From PubChem
AT treatment: potential ataxia-telangiectasia treatments restoring KAP-1 phosphorylation; 320,000 tested, 0.19% active; Potency, µM (top dose mostly 57.5 µM), for the others: at the highest dose activation, most hits filed as activators; AID 485349; […] A-T fibroblasts, KAP-1 phosphorylation AlphaLISA; neocarzinostatin DNA damage 30 min before lysis; further: potency means the concentration at half of the fitted maximal effect; % of control where 0% means no effect; nearly all actives have a fitted effect of over 45% in size
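ATM-like activity read as KAP-1 phosphorylation via AlphaLISA donor/acceptor antibody pairs after lysis and 6 hr at 25C. Cells were ATM-null patient fibroblasts ([…], hTERT), dosed 60 min, then exposed to the DSB inducer NCS for 30 min.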
Eya2 inh: blocks the phosphatase activity of human Eya2; O00167; recombinant Eya2, OMFP fluorescence dephosphorylation (OMFP is methylfluorescein phosphate); Potency, µM (titrated, usually from 76.9 µM), for the others: at the highest dose activity, negative = inhibition, most hits filed as inhibitors; 330,000 tested, 0.006% active; further: potency means the concentration at half of the fitted maximal effect; on the % scale 0 is the no-effect control and ±100 the full control effect
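Eya2 (0.2 uM) preincubated 10 min at ambient with compound, then OMFP substrate added at 50 uM; 10 min reaction in 50 mM HEPES pH 7.5, 50 mM NaCl, 5 uM MgCl2, 0.05% BSA, 1 mM DTT. Fluorescence read at Ex 485/Em 525 nm.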
ASM inhibitor: blocks human secretory acid sphingomyelinase; 340,000 tested, 0.006% active; P17405; placental ASM, HMU-PC fluorogenic substrate, 60 min; Potency, µM (doses to about 57.5 µM), for inactives: at the top dose activity change, negative = inhibition, hits mostly inhibitors; further: potency means the concentration at half of the fitted maximal effect
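Fluorogenic HMU-PC substrate (9 uM final) is turned over by placental ASM in 60 min at 37 C after a 10 min compound preincubation. Reaction ended by alkaline stop (pH 10), with fluorescence read at 386/447 nm.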
a7 integrin act: integrin-mediated muscular dystrophy alleviation activation; 350,000 tested, 0.064% active; alpha7betagal myoblasts, beta-gal FDG fluorescence, 48 h; Potency, µM (highest dose often 38.3 µM), without a hit: top-dose activation, most hits filed as activators; AID 624291;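 further: potency means the concentration at half of the fitted maximal effect; 100% = response of the positive control SU9516; nearly all actives have a fitted effect of over 60% in size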
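alpha7betagal+/- myoblasts (passage 13, 250/well) treated 48 h at 37C with compounds at 1:260 dilution of DMSO stock. Lysed, then beta-galactosidase activity read as FDG fluorescence (ex 480/em 540) after 30 min, with pre-read for autofluorescence.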
TSHR antagonist: human thyrotropin receptor antagonism. P16473. TSHR-expressing cells, TSH-stimulated cAMP HTRF, 2 h; stronger effect = lower value. 330,000 tested, 0.2% active. activity change, negative = inhibition, % at 11.5 µM;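 active means activity change below a set negative limit, meaning inhibition stronger than a set level, cut at about -70% in these data; inconclusive means activity change between two set negative limits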; further: on the % scale 0 is the no-effect control and ±100 the full control effect
Target sequence (P16473 whole entry, looked up): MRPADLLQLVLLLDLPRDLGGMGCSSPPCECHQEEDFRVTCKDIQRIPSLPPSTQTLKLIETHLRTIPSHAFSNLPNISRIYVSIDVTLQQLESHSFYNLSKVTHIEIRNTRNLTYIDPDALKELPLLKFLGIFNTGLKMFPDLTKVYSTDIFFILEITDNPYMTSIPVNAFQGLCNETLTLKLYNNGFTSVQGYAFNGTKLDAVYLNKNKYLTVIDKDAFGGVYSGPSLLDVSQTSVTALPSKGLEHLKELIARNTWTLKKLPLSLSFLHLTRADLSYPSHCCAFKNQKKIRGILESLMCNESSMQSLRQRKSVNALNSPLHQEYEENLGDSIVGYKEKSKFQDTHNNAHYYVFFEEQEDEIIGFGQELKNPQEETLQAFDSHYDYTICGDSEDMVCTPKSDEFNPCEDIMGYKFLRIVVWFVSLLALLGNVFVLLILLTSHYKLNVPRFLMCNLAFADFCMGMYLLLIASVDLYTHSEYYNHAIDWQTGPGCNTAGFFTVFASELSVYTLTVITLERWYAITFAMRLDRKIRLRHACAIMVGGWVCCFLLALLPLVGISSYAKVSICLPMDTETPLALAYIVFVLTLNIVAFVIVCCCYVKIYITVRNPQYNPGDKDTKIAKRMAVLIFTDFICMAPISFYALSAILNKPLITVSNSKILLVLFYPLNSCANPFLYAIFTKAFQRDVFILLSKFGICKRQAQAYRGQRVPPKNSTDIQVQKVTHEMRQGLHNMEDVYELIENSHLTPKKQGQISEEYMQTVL
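Read-out is FRET at 665 nm (cryptate excitation 337 nm) from a cryptate-tagged anti-cAMP antibody, competed by cell cAMP against cAMP-d2. Compounds are tested on freshly harvested TSHR cells challenged with 4nM TSH (EC80) for 2 hours at 37 deg C.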
Mito fusion yeast: mitochondrial division inhibition or fusion activation; 320,000 tested, 0.23% active; Potency, µM (titrated, usually from 46.1 µM), for inactives: at the highest dose growth rescue (activation), actives largely listed as activators; S. cerevisiae fusion-defective mutant growth rescue, CellTiterGlo 48 h; AID 485298;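 further: potency means the concentration at half of the fitted maximal effect; % of control where 0% means no effect; nearly all actives have a fitted effect of over 45% in size; temperature-sensitive fusion mutants such as fzo1-1 at 37 °C on non-fermentable ethanol glycerol medium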
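S. cerevisiae fusion-defective temperature-sensitive mutants (e.g. fzo1-1, mgm1-5) grown 48 h at 37C in YPEG (ethanol/glycerol non-fermentable) medium with 23 nl compound per well; growth rescue read as CellTiterGlo luminescence.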
TSG101-PTAP inh: blocks PTAP/TSG101 interaction to inhibit HIV-1 budding. 340,000 tested, under 10 active. AID 493005. Fluorescence polarization, FITC-PTAP peptide / Tsg101 binding. Potency, µM (doses to about 115 µM), for inactives: at the top dose activity change, negative = inhibition, actives largely listed as inhibitors. Q99816; active means well fitted inhibition curve with a large enough effect in the main read-out, with a control signal flat, not every such curve was filed as active; inconclusive means small, poorly fitted or top-dose-only effect, or effect the other way, or a change in a side signal; inactive means no such curve, though single readings can be large or run the other way; further: potency means the concentration at half of the fitted maximal effect; % of control where 0% means no effect
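Compounds were pin-transferred onto Tsg101 binding domain (10 uM final) in HEPES pH 7.5 buffer, then FITC-PTAP peptide was added at 50 nM final. After 20 min at RT, polarization reported peptide displacement across a qHTS concentration series.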
BCR signal inh: blocks chronic active B-cell receptor signaling; ABC-DLBCL IkBa-CBG/CBR reporter, luminescence ratio, 4 h; Potency, µM (top dose mostly 46.1 µM), inactives show top-dose ratio change, negative = lower green/red ratio, usual class: inhibitors; 340,000 tested, 0.05% active; AID 493014; active means well fitted inhibition curve with a large enough effect in the signal ratio, with a control signal flat, not every such curve was filed as active; inconclusive means small, poorly fitted or top-dose-only effect, or effect the other way, or a change in a side signal; the % refers to the signal ratio;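 further: potency means the concentration at half of the fitted maximal effect; plate controls were basal doxycycline-induced cells for no effect and cells given 10 µM MG132 for full effect; MG132 reads +100%, hits lower the ratio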
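Concentration-response series (up to 46 uM) were applied to TMD8 dual-reporter cells for 4 h at 37C with doxycycline. Green/red ratio, after filter-overlap correction, defined %Activity; red signal alone was normalised to basal cells and zero luminescence.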
ELG1 repair inh: ELG1-dependent DNA repair inhibition; 330,000 tested, 2.3% active; HEK293T ELG1-luciferase reporter, luminescence, 16 h; DNA damage induced by 5-fluorouridine; AID 504467; Potency, µM (titrated, usually from 46.1 µM), without a hit: at the top dose activity change, negative = inhibition, usual class: inhibitors; further: potency means the concentration at half of the fitted maximal effect; on the % scale 0 is the no-effect control and ±100 the full control effect; nearly all actives have a fitted effect of over 55% in size
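Reporter activity after DNA damage by 5-fluorouridine is monitored. Compound-treated cells incubate 16 hr at 37 °C, then ONE-Glo is added for 30 min before luminescence reading.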
Tb PFK inh: inhibitors of T. brucei phosphofructokinase; T. brucei PFK, ADP-Glo luminescence; Potency, µM (doses to about 57.5 µM), for the others: at the highest dose activity, negative = inhibition, hits mostly inhibitors; 330,000 tested, 0.17% active;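 further: potency means the concentration at half of the fitted maximal effect; 0% = uninhibited 1x PFK enzyme wells and -100% = no-enzyme wells; nearly all actives have a fitted effect of over 60% in size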
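In TEA buffer at pH 8.0 with 5 mM MgCl2, enzyme (1.25 nM) converted F6P (0.5 mM) and ATP (0.1 mM) for 45 min at room temperature. ADP product was read by luciferase luminescence.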
TCR activator: activators of T cell receptors; primary human leukocytes, anti-CD3, IL-2 HTRF, 48 h; Potency, µM (top dose mostly 9.22 µM), inactives show at the top dose activation of IL-2 secretion, usual class: activators; 330,000 tested, under 10 active; further: % of control where 0% means no effect
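Primary human leukocytes were stimulated with a-CD3 beads plus compounds for 48 hr without co-stimulation; secreted IL-2 was quantified by HTRF using a-IL-2-K (europium cryptate) and a-IL-2-d2, excited at 320nm with acceptor emission read at 665nm.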
* = called active by the depositor; ? = inconclusive; . = no result given; [ ] = another dose, or the depositor's remark. Unless noted, the call rests on the fitted dose curve; in most records, active means well fitted curve in the direction sought with a large enough effect; inconclusive means small, poorly fitted or top-dose-only effect, or another doubt; inactive means no such curve, though single readings can be large; an effect the other way counts as inactive or inconclusive.

SMILES	AT treatment	Eya2 inh	ASM inhibitor	a7 integrin act	TSHR antagonist	Mito fusion yeast	TSG101-PTAP inh	BCR signal inh	ELG1 repair inh	Tb PFK inh	TCR activator
Clc1ccccc1-c1ncnc2ccc(Br)cc12	-4%	16%	-3%	19%	-17	9%	-7%	-11%	14%	-4%	-4%
COC(=O)Cn1c(=N)n(CCN2CCCCC2)c2ccccc21	-10%	-18%	3%	-2%	-3	-2%	-2%	-7%	11%	5%	2%
Cn1cccc1C1CCCN1CC(=O)Nc1ccc(F)c(F)c1F (configuration not stated)	-8%	6%	4%	?	.	.	3%	1%	?	-2%	-2%
Nc1nc(SCc2ccc(Cl)cc2Cl)ns1	.	-7%	-5%	14%	-50	?	-4%	?	?	-5%	-10%[46.1 µM]
O=C(Cc1csc(-c2ccccc2)n1)NCc1ccc(F)cc1	6%	8%	-3%	-14%	3	4%	0%	12%	6%	2%	7%[46.1 µM]
Cc1c(Cl)cccc1NC(=O)CCN1CCC(C(N)=O)CC1	-3%	-19%	1%	-16%	-3	3%	-5%	-1%	-3%	-1%	9%
COc1ccc2c(c1)C(C)=CC(C)(C)N2S(=O)(=O)c1ccc(Br)cc1	-3%	6%	-2%	-50%	-1	20%	2%	?	7%	0%	0%
N#Cc1ccccc1Sc1ccccc1C(=O)Nc1ccccc1	11%	22%	-3%	5%	1	9%	-2%	-5%	-3%	1%	1%
O=C(CCCC(=O)N1CCN(c2ccccc2F)CC1)N1CCN(c2ccccc2F)CC1	2%	-8%	-1%	2%	-8	6%	-2%	-3%	?	-1%	7%
CCCc1n(CC)c2ccccc2[n+]1CC(O)COC1CCCCC1 (configuration not stated)	2%	14%	3%	-63%[inhibitor]	-2	10%	-2%	7%	3.3µM*	0%	-2%
CCOc1cccc(N(C(=O)CNC(=O)c2ccco2)C(C(=O)NCC2CCCO2)c2ccccc2)c1 (configuration not stated)	0%	15%	-2%	30%	2	3%	0%	2%	-28%	-2%	0%
Cc1cc(NC(=O)CSc2nnc(-c3c[nH]c4ccccc34)n2-c2ccc(F)cc2)no1	0%	1%	4%	1%	-7	0%	3%	3%	-5%	1%	-4%
CC(C)CN(C(=O)COC(=O)c1cc2ccccc2oc1=O)C1CCS(=O)(=O)C1 (configuration not stated)	0%	-4%	.	.	11	5%	.	-1%	19%	3%	.
O=C(Nc1nc2ccccc2n1CCN1CCOCC1)c1cn(-c2ccccc2)nc1-c1ccccc1	.	-18%	-17%	-16%	-6	23%	-9%	10%	18µM*	-3%	-1%
CC(Oc1ccc(C(=O)c2ccccc2)cc1)C(=O)N1CCOCC1 (configuration not stated)	1%	-9%	3%	-16%	3	-6%	0%	-1%	0%	-5%	2%
O=C(CSc1ccc(-c2ccco2)nn1)NC1CCCC1	4%	1%	-1%	6%	7	0%	1%	4%	-7%	-4%	2%
Cn1c(=O)c(/C(N)=N/OC(=O)c2ccccc2)cn(-c2ccccc2)c1=O	0%	?	6%	25%	13	2%	0%	7%	-8%	1%	-2%
Cn1c(SCC(=O)N2CCCC2)nc2cccnc21	3%	-3%	-1%	-1%	7	2%	-2%	-22%	-1%	9%	-7%
O=C(Cn1cncn1)NCCCc1ccccc1	-11%	13%	0%	0%	14	11%	-1%	5%	8%	-3%	-4%
Cc1ccc(NC(=O)C2CCN(S(=O)(=O)c3ccc4c(c3)oc(=O)n4C)CC2)cc1	-3%	-1%	2%	-1%	2	9%	-2%	2%	0%	4%	0%
CC(=O)CCC(=O)c1ccc2ccccc2c1	6%	-1%	-3%	2%	-6	-5%	-2%	?	?	4%	-1%[46.1 µM]
O=C(Nc1cccc(O)c1)C1CC(c2ccc(Cl)cc2)=NO1 (configuration not stated)	2%	-8%	-5%	-3%	-14	2%	-1%	-6%	26%	-4%	1%
O=C(NCCNC(=O)c1ccccc1)c1ccccc1	-2%	1%	2%	-20%	5	2%	-1%	4%	17%	-2%	5%
CC(C)NC(=O)NC(=O)COC(=O)c1ncc(Cl)c(Cl)c1Cl	-8%	-18%	1%	-27%	-12	0%	0%	-7%	-1%	-3%	3%
NC(=O)c1ccc(SCC(=O)OCC(=O)N2CCN(C(=O)c3ccco3)CC2)c([N+](=O)[O-])c1	18%	18%	-2%	17%	3	-2%	-4%	?	10%	?	-1%
Cc1cccn2c(=O)c(/C=N/O)c(NCc3ccccc3)nc12	-8%	-2%	64%[activator]	0%	-6	-1%	-1%	17%	?	1%	2%
CC(C)(C)NC(=O)C(=O)NNC(=O)c1ccc(C(C)(C)C)cc1	-5%	-1%	3%	-11%	2	-6%	-3%	-1%	6%	7%	-2%[46.1 µM]
COc1ccc(-c2cc(C(=O)O)no2)cc1	0%	3%	3%	8%	-13	8%	0%	14%	8%	-2%	2%
C=CCOc1ccc(CNc2nn[nH]n2)cc1	8%	-13%	0%	9%	-9	0%	1%	-6%	0%	1%	5%
O=C(CSc1n[nH]c(=O)[nH]c1=O)c1ccccc1	-9%	7%	5%	-1%	3	-7%	1%	6%	8%	-3%	-10%
COc1cc(C(=O)NC2CCCC2)c(Br)c(OC)c1OC	2%	2%	1%	-3%	-8	0%	0%	-2%	-11%	-7%	1%
CCC1Sc2ccc(S(=O)(=O)CCC(=O)NCc3ccco3)cc2NC1=O (configuration not stated)	7%	8%	-3%	12%	-1	-6%	-3%	-1%	11%	-1%	7%
O=C(CC1SC(=Nc2ccccc2F)N(CCN2CCOCC2)C1=O)Nc1ccc(F)cc1F (configuration not stated)	8%	13%	3%	32%	-9	9%	-1%	-2%	?	-1%	-2%
O=C(Nc1ccc(C#Cc2ccccc2)cc1)C1CC1	-1%	-1%	22%	4%	-21	?	-3%	10%	?	3%	0%
Cc1cc(O)c(NC(=O)c2cc([N+](=O)[O-])ccc2Cl)cc1C	0%	0%	16%	-49%[inhibitor]	21	?	-3%	?	?	-8%	1%
Nn1c(SCC(=O)NC2CCCCC2)nnc1-c1ccccc1F	3%	-2%	3%	5%	3	-1%	0%	-2%	?	-5%	-1%
CNc1nc(Oc2ccc(C(=O)OC)cc2)nc(SC)n1	3%	-12%	4%	8%	-5	9%	-6%	-3%	?	6%	-6%[46.1 µM]
CC(=O)c1ccc(N2CCN(C(=S)Nc3ccccc3F)CC2)cc1	1%	-8%	4%	-11%	-1	2%	-3%	?	6%	4%	3%[46.1 µM]
Cc1cnc(NC(=O)CCN2C(=O)C3CCCCC3C2=O)s1 (configuration not stated)	-2%	4%	6%	?	11	-6%	0%	9%	10%	-4%	-2%
Cc1cc(C(=O)NC(C)C2CCCO2)cs1 (configuration not stated)	-2%	6%	4%	-4%	-8	-6%	-8%	8%	6%	-1%	-1%
O=C(CNCCc1ccccc1)Nc1ccc(C(=O)N2CCCCC2)cc1	-3%	3%	0%	-43%[inhibitor]	11	-5%	0%	8%	-2%	2%	-5%
Cc1ccc(NC(=O)Nc2ccc3c(c2)N(C)C(=O)CS3)cc1C	19%	-13%	?	9%	-43	3%	0%	?	?	3%	1%
CCCCOc1ccc(N(CC(=O)NCC2CCCO2)C(=O)CCC(=O)Nc2nccs2)cc1 (configuration not stated)	1%	3%	-3%	-3%	-1	-5%	0%	?	?	-6%	-2%
Cc1c(NC(=O)COC(=O)c2ccc(F)c(S(=O)(=O)N3CCOCC3)c2)c(=O)n(-c2ccccc2)n1C	1%	-20%	-5%	-6%	11	-4%	0%	-8%	-3%	-3%	-9%
Nc1cc(N2CCCC2)ccc1[N+](=O)[O-]	1%	0%	-7%	2%	-7	-9%	-2%	?	-5%	5%	7%
CCN1CCN(C(c2ccccn2)c2c(NC(=O)c3ccccc3)sc(C)c2C)CC1 (configuration not stated)	4%	14%	3%	-1%	1	-7%	-4%	-17%	-21%	-1%	3%
